D1 mod – allosterically modulates the human D1 dopamine receptor; P21728; HEK293 D1, CRE-luciferase, dopamine EC30 potentiation; actives deviate in either direction; B-score at 10 µM; 58,000 compounds, 5.9% hits; AID 641;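 active = luminescence count or its row- and column-corrected plate score outside the 99.7% band of the plate's sample wells, on either side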
RORa activator – activators of human nuclear receptor RORA. P35398. CHO-K1 Gal4-RORA LBD luciferase reporter, luminescence; percent increase over mock-subtracted basal signal. 65,000 compounds, 1.5% hits. activation, % at 10 µM;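 active = activation above the mean of all tested compounds plus 3 SD, cut at about 49% in these data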;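 also: 0% = DMSO-treated RORA cells and 100% = added signal equal to DMSO minus mock-transfected cells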
Hsp90 inh – displaces geldanamycin probe from tumor Hsp90; inhibition, % at 30 µM; NCI-N417 lysate Hsp90, Cy3B-geldanamycin FP displacement; 64,000 compounds, 0.35% hits;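 active = inhibition above 50%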;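 also: 0% = tracer plus lysate wells and 100% = tracer alone without lysate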
DUSP1 inh – human dual specificity phosphatase 1 inhibition; recombinant MKP-1, OMFP hydrolysis fluorescence; AID 374; inhibition, %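 (compounds tested at a single concentration somewhere between 10 and 100 µM)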; 65,000 compounds, 0.15% hits; P28562;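 active = inhibition above about 50%, limit read from the data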;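 also: 0% = DMSO max control wells and 100% = wells with enzyme stopped by NaOH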
FXIIa mix inh – blocks human factor XIIa in pooled compound mixtures | inhibition, % at 5 µM | AID 684 | 62,000 compounds, 0.2% hits | purified FXIIa, fluorogenic substrate | P00748; in the data active = inhibition above about 20%, passing the limit was not always enough;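 also: 0% = enzyme without compound and 100% = no enzyme blank; some results filed as inactive read as strong as hits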
HER2 expr 66K – Her2 kinase expression inhibition; SKBR-3 HER2 protein level, AlphaScreen, 18-24 h; active compounds read low; P04626; HER2 level % of control, % at 10 µM; 65,000 compounds, 0.69% hits;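 active = HER2 level under 5% of the carrier-only control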;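 also: 100% = DMSO carrier and 0% = 500 nM PU-H71 HSP90 inhibitor; lower value means stronger loss of Her2 protein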
Target sequence (P04626 whole entry, looked up): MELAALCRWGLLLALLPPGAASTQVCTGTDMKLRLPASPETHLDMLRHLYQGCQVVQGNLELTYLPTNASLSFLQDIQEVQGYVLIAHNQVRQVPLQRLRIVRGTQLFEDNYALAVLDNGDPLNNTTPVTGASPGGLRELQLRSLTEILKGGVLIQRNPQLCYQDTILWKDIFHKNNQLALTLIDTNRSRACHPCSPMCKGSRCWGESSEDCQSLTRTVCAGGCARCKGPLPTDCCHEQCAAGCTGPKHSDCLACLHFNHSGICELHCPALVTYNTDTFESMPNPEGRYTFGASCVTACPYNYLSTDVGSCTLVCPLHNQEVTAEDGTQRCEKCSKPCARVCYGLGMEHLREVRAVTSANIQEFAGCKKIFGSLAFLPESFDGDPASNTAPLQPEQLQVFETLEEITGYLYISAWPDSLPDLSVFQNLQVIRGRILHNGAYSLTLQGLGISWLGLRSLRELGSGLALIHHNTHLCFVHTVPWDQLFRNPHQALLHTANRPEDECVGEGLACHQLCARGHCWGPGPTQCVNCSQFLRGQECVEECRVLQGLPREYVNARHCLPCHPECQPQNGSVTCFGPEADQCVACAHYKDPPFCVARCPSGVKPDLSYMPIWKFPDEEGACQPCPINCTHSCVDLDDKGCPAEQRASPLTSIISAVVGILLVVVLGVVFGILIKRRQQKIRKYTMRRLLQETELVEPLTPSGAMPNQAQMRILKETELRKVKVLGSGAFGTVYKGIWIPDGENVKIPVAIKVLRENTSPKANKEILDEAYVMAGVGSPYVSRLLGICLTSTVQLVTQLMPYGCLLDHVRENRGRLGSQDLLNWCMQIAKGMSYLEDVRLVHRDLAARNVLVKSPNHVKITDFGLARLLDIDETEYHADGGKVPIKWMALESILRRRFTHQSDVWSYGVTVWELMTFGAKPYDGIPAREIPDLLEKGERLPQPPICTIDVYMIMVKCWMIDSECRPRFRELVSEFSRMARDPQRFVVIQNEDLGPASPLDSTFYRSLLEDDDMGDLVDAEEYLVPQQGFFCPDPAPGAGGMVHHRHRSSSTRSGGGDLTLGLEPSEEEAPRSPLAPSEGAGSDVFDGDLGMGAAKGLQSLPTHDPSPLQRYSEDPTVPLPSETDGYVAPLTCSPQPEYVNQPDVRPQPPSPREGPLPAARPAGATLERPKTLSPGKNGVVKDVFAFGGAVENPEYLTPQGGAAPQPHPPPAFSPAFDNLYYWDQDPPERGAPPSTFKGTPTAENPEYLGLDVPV
Cdc25B block – inhibitors of human Cdc25B phosphatase; 65,000 compounds, 0.1% hits; recombinant Cdc25B, OMFP fluorescence Ex485/Em525; inhibition, %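 (compounds tested at 10 µM final in the well)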; P30305; in the data active = inhibition above about 50%
TNAP act DEA – activators of human TNAP at intermediate phosphate acceptor | 64,000 tested, under 10 active | P05186 | AID 813 | activation factor at 20 µM | purified TNAP, CDP-star luminescence, 100 mM DEA, 30 min; active compounds read high; scale: 0 levamisole-inhibited, 1 vehicle-only enzyme;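 active = activation factor of at least 2 at 20 µM, relative to controls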
SF-1 act – SF-1 (human) activation | AID 522 | Q13285 | CHO-K1 Gal4-SF-1 LBD luciferase reporter; % increase over DMSO SF-1-specific signal | activation, % at 10 µM | 65,000 compounds, 1.9% hits;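 active = activation above the mean activation of all tested compounds plus 3 SD, cut at about 50% in these data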
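Material: CHO-K1 cells with Gal4–hSF-1 LBD chimera plus Gal4-driven luciferase / Input: 4,000 CHO-K1 cells per well / Incubation: compound exposure 20 h at 37 °C / Signal: luminescence read 15 min after SteadyLite luciferase reagent, after room-temperature equilibration / Read-out: percent activation versus DMSO / Benchmarks: DMSO negative control and −SF1 background wells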
* marks the source's active call; other numbers are inactive results; nt = no result given.

SMILES | D1 mod | RORa activator | Hsp90 inh | DUSP1 inh | FXIIa mix inh | HER2 expr 66K | Cdc25B block | TNAP act DEA | SF-1 act
COC(=O)CCC(=O)N1CCc2cc(S(=O)(=O)N3CCc4ccccc43)ccc21 | nt | -19 | 2 | 36 | -17 | 78 | 7 | 1 | 23
CCOC(=O)c1cccc(NC(=O)C2CCCN(S(=O)(=O)c3cnc[nH]3)C2)c1 (configuration not stated) | 0.091 | 2 | -3 | -10 | 4 | 99 | -1 | 0.9 | 15
COc1ccc(NC(=O)C2CCCN2S(=O)(=O)c2ccc3c(c2)CCC(=O)N3)cc1 (configuration not stated) | -0.26 | -22 | 11 | 1 | 11 | 81 | -16 | 1 | -12
CC(C)(C)NC(=O)NC(=O)COc1ccccn1 | -0.64 | 4 | 1 | -1 | 6 | 161 | -15 | 0.9 | 6
CC(=O)NC(=O)NC1CSCC1OC(C)=O (configuration not stated) | -0.48 | -12 | 0 | 2 | 0 | 105 | 1 | 0.9 | -4
COc1ccccc1CNC(=O)CC(NS(=O)(=O)c1ccc(C)cc1)c1ccco1 (configuration not stated) | -0.03 | -8 | 0 | -6 | 11 | 74 | 6 | 0.9 | 3
CSCCC(NC(=O)c1ccc(=O)n(C)n1)c1nc2ccccc2[nH]1 (configuration not stated) | 1.2 | -34 | -2 | 3 | -8 | 104 | -12 | 0.9 | 10
CCCCNC(=O)c1ccccc1C(=O)NCCCC | -0.61 | -1 | -8 | 28 | -22 | 71 | -5 | 0.9 | 4
COc1ccc(OC)c(CCNC(=O)CN2C(=O)CC(C)(C)S(=O)(=O)c3ccccc32)c1 | 0.36 | 13 | 2 | 7 | 7 | 94 | -10 | 1 | 29
COCCCn1cnc2oc3nc4ccccc4nc3c2c1=O | -0.78 | 50* | -1 | -2 | 10 | 83 | 3 | 0.9 | 34
COc1ccc(S(=O)(=O)N2CCC(C(=O)N3CCCC3)CC2)cc1Cl | 0.49 | -13 | 5 | -3 | 6 | 71 | -19 | 0.9 | 1
Cc1cc2nc(C)n(CCCN)c2cc1C | -0.76 | 15 | 1 | 3 | 1 | 97 | -6 | 0.9 | 3
CCOC(=O)c1oc2ccccc2c1CN1CCOCC1 | -0.98 | 6 | -2 | -21 | 0 | 99 | 5 | 0.9 | -1
COc1ccc(CNC(=O)C2CCN(c3nccs3)CC2)cc1 | 1.6 | 1 | -4 | -5 | -1 | 89 | -4 | 1 | -12
CN(C(=O)c1cnc2n(c1=O)CCS2)C1CCCCC1 | 1.5 | 15 | -4 | -3 | -17 | 88 | -2 | 1 | 2
O=C(CCS(=O)(=O)c1ccc(Cl)cc1)N1CCN(c2ccccc2F)CC1 | 0.77 | 9 | -3 | 34 | 7 | 88 | 1 | 0.9 | -4
CCN(Cc1ccccc1)S(=O)(=O)c1ccc(S(=O)(=O)N2CCN(C)CC2)cc1 | -1.5 | -12 | -1 | 1 | 4 | 86 | -16 | 0.9 | -7
O=C(O)CSc1nnc(-c2cccnc2)n1Cc1ccccc1 | -0.033 | -7 | -3 | -16 | 2 | 108 | -25 | 0.9 | 6
CC(CCc1ccccc1)NC(=O)c1ccc(Br)o1 (configuration not stated) | 0.42 | -18 | 0 | 10 | 8 | 43 | -10 | 0.9 | 0
CCOC(=O)CCNCC1COc2ccccc2O1 (configuration not stated) | 1.4 | -2 | 0 | -24 | 2 | 203 | 2 | 0.9 | 12

An excerpt from above in order of SMILES length, highest first:
SMILES | D1 mod | RORa activator | Hsp90 inh | DUSP1 inh | FXIIa mix inh | HER2 expr 66K | Cdc25B block | TNAP act DEA | SF-1 act
COc1ccc(OC)c(CCNC(=O)CN2C(=O)CC(C)(C)S(=O)(=O)c3ccccc32)c1 | 0.36 | 13 | 2 | 7 | 7 | 94 | -10 | 1 | 29
CCOC(=O)c1cccc(NC(=O)C2CCCN(S(=O)(=O)c3cnc[nH]3)C2)c1 (configuration not stated) | 0.091 | 2 | -3 | -10 | 4 | 99 | -1 | 0.9 | 15
CC(C)(C)NC(=O)NC(=O)COc1ccccn1 | -0.64 | 4 | 1 | -1 | 6 | 161 | -15 | 0.9 | 6
Cc1cc2nc(C)n(CCCN)c2cc1C | -0.76 | 15 | 1 | 3 | 1 | 97 | -6 | 0.9 | 3

Going on with the list.
SMILES | D1 mod | RORa activator | Hsp90 inh | DUSP1 inh | FXIIa mix inh | HER2 expr 66K | Cdc25B block | TNAP act DEA | SF-1 act
CCCn1c(=NC(=O)c2ccncc2)c(C#N)cc2c(=O)n3cccc(C)c3nc21 | 0.36 | 1 | -13 | -4 | 9 | 94 | 6 | 1 | -7
CCn1cc(S(=O)(=O)CC(=O)Nc2ccc(C)cc2)c2ccccc21 | 0.36 | -12 | nt | 3 | 3 | 141 | -4 | 0.9 | -15
COc1ccccc1CC1(C)NC(=O)N(CC(=O)N2CCc3ccccc3C2)C1=O (configuration not stated) | 0.77 | -4 | -2 | 25 | 6 | 98 | -13 | 0.9 | 2
O=c1c2ccccc2nc2n1-c1ccccc1CCC2 | -0.0044 | -11 | -3 | 21 | 1 | 116 | -3 | 0.9 | -5
C[C@]12CC[C@@H]3c4ccc(O[C@@H]5O[C@H](C(=O)O)[C@@H](O)[C@H](O)[C@H]5O)cc4CC[C@H]3[C@@H]1C[C@@H](O)[C@@H]2O | -0.076 | -26 | 0 | -20 | 4 | 116 | -5 | 0.9 | -2
COc1ccc(OC)c(NC(=O)C2CCCC2)c1 | 0.061 | -12 | 1 | -3 | 7 | 120 | -2 | 0.9 | -9
COc1ccc(CC(=O)NCc2cn3ccsc3n2)cc1 | nt | -14 | -4 | 4 | 10 | 118 | -1 | 1 | -4
O=C(c1ccc(Br)o1)N1CCN(C/C=C/c2ccccc2)CC1 | -3.7* | -17 | -12 | -4 | -2 | 89 | -1 | 0.9 | -4
CC1=C(C)CC(C(=O)c2ccccc2)C(C(=O)O)C1 (configuration not stated) | nt | 3 | 1 | -1 | -3 | 98 | -9 | 0.9 | -20
CC(C)(CC(=O)N1CCN(c2ccc(Cl)cc2)CC1)CC1=NS(=O)(=O)c2ccccc2N1 | nt | -4 | -10 | 37 | 5 | 96 | -16 | 1 | -11
CCCN1C(=O)SC(CC(=O)Nc2ccccc2)C1=O (configuration not stated) | nt | 0 | 0 | 4 | 2 | 106 | -9 | 1 | -5
O=C(N1CCN(Cc2ccccc2)CC1)C12CC3CC(CC(C3)C1)C2 | -0.13 | -3 | 12 | -10 | -6 | 120 | -30 | 0.9 | -7
C=CCn1c(/N=C/c2ccc(N(C)C)cc2)nc2ccccc21 | -0.51 | -4 | 1 | 8 | 4 | 78 | -13 | 0.9 | 34
O=C(NCc1ccc(Cl)cc1)c1cc(-c2ccco2)on1 | 0.083 | -18 | -7 | 10 | -7 | 77 | 3 | 0.9 | -5
Cc1cc2ccccc2c(=O)n1CC(=O)NC1CCCCCC1 | -0.27 | -22 | 3 | -25 | 1 | 125 | -1 | 0.9 | -10
COC(=O)c1sc2ccccc2c1NC(=O)c1cccs1 | 19* | -14 | 5 | -4 | 6 | 89 | -3 | 0.9 | -3
COC(=O)c1noc(-c2ccc(OC)cc2)n1 | -0.37 | 11 | 0 | 10 | 7 | 96 | -4 | 0.8 | 14
O=C(COC(=O)CNC(=O)c1ccco1)NCCN1C(=O)CSC1=O | -0.21 | 16 | -3 | -3 | -1 | 112 | -4 | 1 | 20
Cc1ccnc(NS(=O)(=O)c2ccc(NC(=O)C3CCCNC3=O)cc2)n1 (configuration not stated) | -0.91 | 10 | 4 | -6 | 8 | 106 | 1 | 1 | 13
CSc1ccc(-c2nnn(CC(=O)NCc3ccccc3)n2)cc1 | nt | 1 | -7 | 11 | -21 | 81 | 0 | 0.9 | 4

D1 mod, what is marked active above
molecule	D1 mod	DUSP1 inh	FXIIa mix inh	HER2 expr 66K	Cdc25B block	TNAP act DEA	SF-1 act
O=C(c1ccc(Br)o1)N1CCN(C/C=C/c2ccccc2)CC1	-3.7*	-4	-2	89	-1	0.9	-4
COC(=O)c1sc2ccccc2c1NC(=O)c1cccs1	19*	-4	6	89	-3	0.9	-3

Remaining list, next part
SMILES | D1 mod | RORa activator | Hsp90 inh | DUSP1 inh | FXIIa mix inh | HER2 expr 66K | Cdc25B block | TNAP act DEA | SF-1 act
Cc1cc(C)n(Cc2nc3ccccc3n2C)n1 | -0.36 | 29 | -4 | -2 | 1 | 108 | 0 | 0.9 | 1
Cc1cc(Cl)c(S(=O)(=O)NCc2ccncc2)cc1OCC(N)=O | 0.85 | 15 | -3 | 22 | -6 | 89 | -8 | 0.9 | -1
CC(C)CNc1cc(Cl)c(S(=O)(=O)NCC(C)C)cc1C(=O)O | 0.31 | -22 | -2 | 18 | 3 | 97 | -5 | 1 | -27
Cc1ccc(S(=O)(=O)N(C)CCCC(=O)N2CCN(C=O)CC2)cc1 | -0.29 | 6 | 0 | 4 | 12 | 107 | -14 | 0.8 | 3
CCOC(=O)CN(C(=O)CSc1nnc(-c2cccc(OC)c2)o1)c1ccc(F)cc1 | -0.79 | -10 | 0 | 11 | 2 | 99 | -19 | 0.9 | -11
O=C(c1oc2ccccc2c1N1CCCCC1)N1CCCCC1 | 0.19 | -11 | 1 | -4 | -17 | 83 | -18 | 0.9 | -11
O=C(C1CCCO1)N(Cc1ccccc1)c1ccccc1 (configuration not stated) | 0.95 | -14 | -1 | 3 | -16 | 90 | -11 | 0.9 | -11
Cc1ccc(-n2nc(C)c3c2OC(N)=C(C#N)C3c2ccoc2)cc1 (configuration not stated) | -1.3 | 7 | -2 | 10 | 12 | 88 | -8 | 0.9 | 10
CCOCCCNC(=O)C1CCN(S(=O)(=O)N(CC(C)C)CC(C)C)CC1 | -0.02 | -21 | -1 | 4 | 12 | 97 | -11 | 0.9 | 5
COc1ccc(C)cc1S(=O)(=O)Nc1ccccc1C | -0.72 | -2 | 0 | -8 | -18 | 87 | 1 | 0.9 | -2
COc1ccc(Cl)cc1C(=O)CSc1nc(N)cc(N)n1 | 1.4 | -8 | -2 | -17 | -4 | 99 | -12 | 0.9 | 17
O=C1c2ccc(Oc3ccc4c(c3)C(=O)N(CCCCO)C4=O)cc2C(=O)N1CCCCO | -0.55 | -4 | -9 | 29 | 3 | 87 | 8 | 1 | -6
O=C(O)CSCC(=O)NCc1ccccc1 | 0.23 | -6 | -1 | 2 | -2 | 105 | -2 | 0.9 | -13
CCOc1ccc(-n2cnnn2)cc1S(=O)(=O)N1CCCCC1 | -0.43 | 12 | -1 | -2 | 15 | 112 | -2 | 1 | 6
c1cc(-c2nc3cc(Cc4ccc5oc(-c6ccncc6)nc5c4)ccc3o2)ccn1 | 0.48 | -10 | -4 | 4 | 0 | 90 | -5 | 0.9 | -1
Cc1cc(C)cc(NC(=O)CSc2nnc(Cc3cccn3C)n2-c2ccc(F)cc2)c1 | 0.15 | -21 | -2 | 12 | -23 | 82 | -4 | 0.9 | -12
Cc1nc(N2CCN(C(=O)c3ccco3)CC2)c2oc3ccccc3c2n1 | nt | 8 | nt | 13 | 5 | 77 | -5 | 0.9 | 5
O=C(CSc1nncc2ccccc12)N1CCOCC1 | 0.16 | -7 | 3 | 17 | 12 | 118 | 5 | 1.1 | -2
CCOc1ccc(N(CC(=O)Nc2ccc(C)cc2)S(=O)(=O)c2c(C)noc2C)cc1 | -0.53 | -6 | -2 | -1 | 3 | 79 | -12 | 0.9 | 15
COc1ccc(-c2[nH]nc3c2C(c2ccccc2OC(=O)N2CCOCC2)C(C#N)=C(N)O3)cc1 (configuration not stated) | 0.035 | -6 | 1 | 33 | 2 | 110 | 0 | 0.8 | 5
COC(=O)c1ccc(C(=O)OC)c(NC(=O)Nc2ccc3c(c2)OCO3)c1 | 0.042 | 28 | -10 | -10 | 2 | 228 | 6 | 0.9 | 20
CN1CCN(C(=O)C2CC(c3c(F)cccc3Cl)=NO2)CC1 (configuration not stated) | 0.31 | 0 | -1 | -1 | -6 | 103 | -1 | 1 | 21

Screening data from PubChem.
